# From PubChem BioAssay
# IkB sig inh: IkB Signaling. ABC-DLBCL IkBa-CBG/CBR dual luciferase ratio, 4 h; response scale: scaled: untreated 0%, proteasome inhibitor 100%. Potency, µM (doses to about 57.1 µM), for the others: at the top dose IkBa stabilization activation. 0.04% of 110,000 active. AID 445, 2006; active = well fitted curve in the direction sought with a large enough effect in the signal ratio, not every such curve was filed as active; inconclusive = small, poorly fitted or top-dose-only effect, or a change in a side signal; the % refers to the signal ratio;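 also: the direction sought is a rising ratio; 0% = basal untreated cells and 100% = reference inhibitor full response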
#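 In this assay, an IκBα–CBG68 fusion accumulates when IKK-driven degradation is blocked; native CBR normalizes for cell number. OCI-Ly3 cells were treated 4 h with compound and doxycycline, then green and red light read after Chroma-Glo addition.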
# p53ts 32C tox: qHTS Screen for Compounds that Selectively Target Cancer Cells with p53 Mutations: Cytotoxicity of p53ts Cells at the Permissive Temperature; Potency, µM (top dose mostly 46.1 µM), inactives show at the highest dose activity change, negative = cytotoxicity, most hits filed as cytotoxic; 0.93% of 130,000 active; H1299-p53A138V at 32C, ATP luminescence viability, 24 h;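 also: 0% = DMSO and -100% = full killing by reference compound; nearly all actives have a fitted effect of over 55% in size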
#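 Cells: H1299 p53ts (A138V), 600/well, pre-incubated 16–30 h at 37C. Cpd up to 46 uM, 24 h, 32C. Readout: ATPlite luminescence, 20 min RT. Normalization: DMSO vs tamoxifen 100 uM. AC50 by Hill equation.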
# Peg3 imprint: qHTS Assay for Compounds that Induce Erasure of Genomic Imprints | 0.02% of 110,000 active | mouse ES Peg3-LacZ reporter, beta-gal luminescence, 40 h | Potency, µM (doses to about 60.7 µM), for inactives: top-dose activity change, positive = activation, usual class: activators;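 also: 0% = negative control wells on the plate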
#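 Readout: BetaGlo luminescence (5 min, room temp) for LacZ from the normally silent maternal Peg3 allele in female Peg3LacZ-Neo ES cells. Cells 300/well, 40 h, 37C, 5% CO2. Data normalized per plate to negative controls.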
# p53ts 39C kill: qHTS Screen for Compounds that Selectively Target Cancer Cells with p53 Mutations: Cytotoxicity of p53ts Cells at the Nonpermissive Temperature; H1299-p53A138V viability at 39C, ATP luminescence, 24 h; Potency, µM (doses to about 46.1 µM), for inactives: at the top dose activity change, negative = cell killing, most hits filed as cytotoxic; 1.5% of 130,000 active; also: nearly all actives have a fitted effect of over 55% in size
# * hit, by the source's call; ? = inconclusive; · = no result given; [ ] = another dose, or the depositor's remark. Unless noted, calls follow the shape of the dose curve; as a rule, active = well fitted curve in the direction sought with a large enough effect; inconclusive = small, poorly fitted or top-dose-only effect, or another doubt; inactive = no such curve, though single readings can be large; an effect the other way counts as inactive or inconclusive. Unless noted, % is scaled to controls: 0 for no effect and ±100 for the full control effect; potency is read from the fitted curve at half-maximal effect.
SMILES,IkB sig inh,p53ts 32C tox,Peg3 imprint,p53ts 39C kill
CCN(CC)c1nn2c(=O)c(C(=O)NCCc3cccc(C)c3)cnc2s1,-2.6%,-10.5%,-10.0%[10.9 µM],5.8%
O=C(NCc1ccccc1)C1CCCN(S(=O)(=O)c2cccnc2)C1 (stereo not drawn),0.1%,2.3%,-28.0%,-2.8%
Cc1ccc2nc(N(Cc3cccnc3)C(=O)c3ccc4c(c3)OCCO4)sc2c1,0.7%,-0.3%,10.7%[10.9 µM],-3.3%
CCN(CC)S(=O)(=O)c1ccc2c(c1)N(CC(=O)Nc1ccc(F)cc1)C(=O)CO2,?,7.6%,-7.4%[10.9 µM],6.7%
CC(=O)Nc1ccc(S(=O)(=O)N2CCC(c3nnc(-c4ccc(C)cc4)o3)CC2)cc1,0.9%,-17.1%,-11.8%[10.9 µM],?
CCCCNS(=O)(=O)c1ccc2nc(-c3cccnc3)cc(C(=O)NCCCOCC)c2c1,-1.5%,5.3%,-11.3%[10.9 µM],4.7%
Cc1ccc(-c2nc(CCNC(=O)C(=O)Nc3ccc(C)c(Cl)c3)cs2)cc1,-0.3%,-3.0%,-8.6%[10.9 µM],-27.8%
CCC(=O)Nc1cccc(Br)c1,-1.6%,-0.4%,1.1%,3.3%
COc1ccc(/C=N/NC(=O)c2cc(-c3ccc(Cl)cc3)n[nH]2)cc1OC,·,-26.0%,·,-23.5%
Cc1ccc(C)c(-n2nnnc2SCC(=O)NCCC2=CCCCC2)c1,?,37.5%[activator],-15.7%,6.0%
Cc1c(C#N)c2ncn(Cc3ccccc3)c(=O)c2n1-c1ccccc1,0.2%,1.6%,1.0%,-4.8%
CCC1CN(C(=O)N2CCC(C(=O)NCCCc3ccccc3)CC2)c2cc(C)ccc2O1 (stereo not drawn),?,8.5%,-7.2%[10.9 µM],-11.8%
CN1C(=O)NC(NC(=O)c2ccncc2)(C(F)(F)F)C1=O (stereo not drawn),0.5%,2.0%,-4.8%,7.5%
CN(Cc1ccco1)c1ccnc(-c2ccoc2)n1,-0.4%[11.4 µM],4.2%,?,2.9%
CN1C(=O)c2ccccc2Sc2ccc(NC(=O)COc3ccccc3)cc21,1.7%,15.6%,-20.7%[10.9 µM],-20.4%
CCCN1C(=O)SC(CC(=O)Nc2ccc(Br)cc2)C1=O (stereo not drawn),-2.2%,16.1%,-13.9%,8.3%
CCn1c(Cc2ccccc2)nnc1SCC(=O)Nc1ccc(C)cc1,·,-7.7%,·,13.8%
CCOC(=O)c1cc(-c2ccc(Cl)s2)nc2c1c(C)nn2C,0.4%,-14.5%,-9.9%,-11.2%
O=C1NCCN1C(=O)c1ccccc1F,1.1%,-5.2%,?,6.7%
COc1ccc(-n2ncc3c(=O)n(CC(=O)N4CCCc5ccccc54)cnc32)cc1,-0.4%,-1.4%,·,-2.6%
Cc1ccc(-n2nc(C(=O)N3CCN(c4ccccc4F)CC3)c3c4ccccc4n(C)c3c2=O)cc1,-1.6%,10.1%,-2.7%[10.9 µM],28.5%
Clc1ccc(C2[C@H]3CN(CC4CCCCC4)[C@H](c4ccccc4)C34CC2(c2ccccc2)C4)cn1 (stereo partly drawn),·,4.2%,-10.0%,4.7%
CCCNS(=O)(=O)c1cc(-c2nn3c(C)nnc3c3ccccc23)ccc1C,?,4.5%,-2.7%[10.9 µM],3.5%
CCCS(=O)(=O)N1CCC(C(=O)NCc2cccnc2)CC1,-0.2%,4.4%,-17.1%,-4.1%
Cc1cccc(OCC(=O)Nc2cccc(OCc3cc(=O)n4cccc(C)c4n3)c2)c1,?,6.5%,-8.9%[10.9 µM],-1.7%
Cc1cc(C)cc(N2C(=O)CS(=O)(=O)C23C(=O)N(Cc2ccccc2)c2ccccc23)c1 (stereo not drawn),-0.3%,-2.8%,-6.8%[10.9 µM],-10.3%
CC(C)C(NC(=O)CN(c1cccc(F)c1)S(C)(=O)=O)C(C)C,·,-4.8%,·,-10.5%
Cc1ccc2cccc(NC(=O)c3cccc4ccccc34)c2n1,0.2%,-0.5%,-17.1%[10.9 µM],-6.5%
CC1CCCCC1n1c(=S)[nH]c2ccccc2c1=O (stereo not drawn),3.8%,6.0%,-8.0%,6.2%
O=c1cc(-c2cccc(O)c2O)oc2ccccc12,0.2%[11.4 µM],?,-61.8%[inhibitor],10µM*
COc1ccc(N2CC(C(=O)Nc3ccccc3C(=O)NCc3ccco3)CC2=O)cc1 (stereo not drawn),-0.1%,2.4%,-12.5%,-7.4%
O=C(NC1CCC(NC(=O)C2CCCO2)CC1)C1CCCO1 (stereo not drawn),-1.4%,9.5%,-12.9%,10.2%
Cc1ccc(NC(=O)C(CC(C)C)NS(=O)(=O)c2ccc3c(c2)oc(=O)n3C)c(C)c1 (stereo not drawn),4.8%,1.2%,10.5%[10.9 µM],0.9%
COc1ccc(OCC(=O)N2CCN(C(=O)c3cccc(OC)c3)CC2)cc1,?,-17.8%,17.9%[10.9 µM],-20.7%
Cc1cc(=O)[nH]c(SCc2cccc(Br)c2)n1,-5.2%,3.0%,-8.5%,-9.9%
CC(C)(C)OC(=O)c1c(N)n(CCCN2CCCC2=O)c2nc3ccccc3nc12,-1.1%,0.5%,-12.6%,6.9%
Cc1ccc(S(=O)(=O)C(CNC(=O)C(=O)NCc2ccc(Cl)cc2)c2ccco2)cc1 (stereo not drawn),0.1%,0.7%,2.8%[10.9 µM],-15.5%
COC(=O)[C@H]1C[C@@H]1[C@H](NC(=O)c1cnccn1)c1ccccc1,·,7.8%,-10.1%,-7.5%
COc1ccccc1OCCC(=O)OCC(=O)Nc1ncc(Cl)cc1Cl,1.0%,-8.8%,-12.2%,-11.3%
c1ccc(-n2nnnc2Oc2ccc(-c3nnco3)cc2)cc1,-0.3%,11.8%,-5.6%,-5.6%
O=S(=O)(NCCOCC(F)(F)F)c1ccc2oc3ccccc3c2c1,?,3.5%,-4.8%,-0.6%
O=C1N(CC(=O)N2CCc3ccccc32)CCN1Cc1ccccc1Cl,4.5%,-0.8%,-12.8%,-4.6%
Cc1nc2ncnn2c(C)c1CCC(=O)N1CCN(c2ccc(F)cc2)CC1,1.0%,4.6%,-10.1%[10.9 µM],-8.9%
COc1ccc(-c2nnc3c4ccccc4c(-c4ccccc4)nn23)cc1,-1.4%,-2.2%,-1.3%[10.9 µM],?
O=C(Nc1ccc(C(=O)N2CCN(c3ccccc3)CC2)cc1)c1nsc2ccccc12,?,-24.0%,3.2%[10.9 µM],?
O=[N+]([O-])c1ccc(/C=N/Nc2nc(N3CCCCCC3)nc(N3CCCCCC3)n2)o1,·,5.8%,·,1.9%
CCc1nn(C(C)C(=O)NC(C)CCc2ccco2)c(=O)c2cc3occc3n12 (stereo not drawn),·,-0.9%,·,-4.3%
COc1ccc(S(=O)(=O)Nc2ccccn2)c(C)c1C,-1.5%,1.9%,-5.7%,-3.0%
CCn1c(SCC(=O)N2CCCC2)nc2ccccc2c1=O,0.6%,0.0%,-5.7%,6.1%
Cc1nc(C)n(CC(O)COc2ccc(C(=O)c3ccccc3)cc2)n1 (stereo not drawn),2.0%,2.7%,-3.4%,2.9%

# Additional entries.
SMILES,IkB sig inh,p53ts 32C tox,Peg3 imprint,p53ts 39C kill
COc1ccc(N2CSC3=C(C#N)C(c4cccc(OC)c4OC)CC(=O)N3C2)cc1 (stereo not drawn),4.2%,-1.9%,-16.8%,-5.8%
CCOc1ccc2nc(NS(=O)(=O)c3ccc(NC(C)=O)cc3)sc2c1,5.2%,-1.0%,·,-5.5%
CCCCn1c(SCC(=O)c2ccccc2)nc2c1c(=O)[nH]c(=O)n2C,-1.1%,9.5%,-2.3%,-0.6%
COc1ccc(-c2csc(N(CCCN3CCOCC3)C(=O)c3ccco3)n2)cc1,2.5%,-8.3%,-10.2%,-16.0%
CCOC(=O)c1ccc(NC(=O)Cn2nnc(-c3ccc(F)cc3)n2)cc1,3.6%,5.0%,-13.7%,13.2%
CN1CCN(C(=O)c2ccc(C(C)(C)C)cc2)CC1,0.6%,-10.5%,-26.9%,5.7%
CC(C)Cn1c(SCC(=O)c2ccc(Cl)s2)nnc1-c1ccco1,0.9%,-4.2%,-13.7%,-17.5%
CCOC(=O)c1c(NC(=O)COc2ccc(CC)cc2)sc2c1CCCC2,-1.7%,2.3%,-9.1%[10.9 µM],-15.9%
Cc1ccccc1Cn1cnc2c(cnn2C(C)(C)C)c1=O,1.5%,-7.7%,-20.9%,-7.7%
COc1ccc(N2CCN(S(=O)(=O)CCNC(=O)c3ccc(C(F)(F)F)cc3)CC2)cc1,0.9%,-0.3%,8.5%[10.9 µM],?
N#Cc1ccc(C23CC4(C2)[C@H](CN(Cc2ccc(C(F)(F)F)cc2)[C@@H]4c2ccccc2)C3c2ccc(Cl)nc2)cc1 (stereo partly drawn),·,7.0%,-8.3%,2.4%
COc1cc(C(=O)N2CCC(C(=O)Nc3cccc(C(C)=O)c3)CC2)cc(OC)c1OC,1.5%,-7.3%,-5.8%,6.2%
CC(=O)Nc1cc2ccc(OC(C)=O)cc2oc1=O,1.0%,-4.9%,-43.4%[inhibitor],-14.0%
Cc1cccc(C(=O)NCCc2nc3ccccc3n2CCC(C)C)c1,?,8.1%,-6.6%[10.9 µM],-19.3%
Cc1noc(C)c1S(=O)(=O)N1CCCC(C(=O)NCC2CCCO2)C1 (stereo not drawn),0.9%,-4.2%,-8.2%,-4.1%
COc1ccc(-n2c(=O)c3ccc(C(=O)NCc4ccc(C)cc4)cc3n(CC(=O)Nc3ccc(C)cc3)c2=O)cc1,0.6%,?,-14.8%[10.9 µM],5.01µM*

# Molecules listed so far that have a Cl atom, in the order listed:
SMILES,IkB sig inh,p53ts 32C tox,Peg3 imprint,p53ts 39C kill
Cc1ccc(-c2nc(CCNC(=O)C(=O)Nc3ccc(C)c(Cl)c3)cs2)cc1,-0.3%,-3.0%,-8.6%[10.9 µM],-27.8%
COc1ccc(/C=N/NC(=O)c2cc(-c3ccc(Cl)cc3)n[nH]2)cc1OC,·,-26.0%,·,-23.5%
CCOC(=O)c1cc(-c2ccc(Cl)s2)nc2c1c(C)nn2C,0.4%,-14.5%,-9.9%,-11.2%
Clc1ccc(C2[C@H]3CN(CC4CCCCC4)[C@H](c4ccccc4)C34CC2(c2ccccc2)C4)cn1 (stereo partly drawn),·,4.2%,-10.0%,4.7%
Cc1ccc(S(=O)(=O)C(CNC(=O)C(=O)NCc2ccc(Cl)cc2)c2ccco2)cc1 (stereo not drawn),0.1%,0.7%,2.8%[10.9 µM],-15.5%
COc1ccccc1OCCC(=O)OCC(=O)Nc1ncc(Cl)cc1Cl,1.0%,-8.8%,-12.2%,-11.3%
O=C1N(CC(=O)N2CCc3ccccc32)CCN1Cc1ccccc1Cl,4.5%,-0.8%,-12.8%,-4.6%
CC(C)Cn1c(SCC(=O)c2ccc(Cl)s2)nnc1-c1ccco1,0.9%,-4.2%,-13.7%,-17.5%
N#Cc1ccc(C23CC4(C2)[C@H](CN(Cc2ccc(C(F)(F)F)cc2)[C@@H]4c2ccccc2)C3c2ccc(Cl)nc2)cc1 (stereo partly drawn),·,7.0%,-8.3%,2.4%
